TPT1 inhibitor: Candida albicans TPT1 enzyme inhibitors, primary screen, biochemical, fluorescence polarization. 300,000 compounds, 0.81% hits. tRNA 2'-phosphotransferase TPT1 (Candida albicans SC5314). AID 1962, 2009. recombinant caTPT1, FP RNA substrate dephosphorylation. inhibition, % at 5 µM;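 active = inhibition above the mean of all tested compounds plus 3 SD, set per screening campaign, cut at about 24% in these data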;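 note: plate controls were DMSO alone for no effect and ferristatin control at 100 nM for full effect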
PAFAH2 inh: PAFAH2 enzyme inhibitors, primary screen, biochemical, fluorescence polarization, human; recombinant PAFAH2, FP-rhodamine activity probe; inhibition, % at 3.39 µM; 340,000 compounds, 0.99% hits;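 active = inhibition above the mean over all tested compounds plus 3 SD, cut at about 30% in these data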;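 note: inhibitors block probe labeling of enzyme so polarization drops; 0% = enzyme with DMSO and 100% = wells lacking PAFAH2 protein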
PP1 inh: PP1-alpha phosphatase inhibitors, primary screen, counter-screen for PP5 inhibitor project, biochemical, fluorescence, OMFP substrate, single point; Serine/threonine-protein phosphatase PP1-alpha catalytic subunit (Homo sapiens), P62136; purified PP1alpha; inhibition, % at 6.7 µM; 320,000 compounds, 0.9% hits; AID 2235, 2010;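 active = inhibition above the mean inhibition of all tested compounds plus 3 SD, computed separately for each screening campaign, cut at about 15% in these data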
Target sequence (P62136 whole entry, looked up): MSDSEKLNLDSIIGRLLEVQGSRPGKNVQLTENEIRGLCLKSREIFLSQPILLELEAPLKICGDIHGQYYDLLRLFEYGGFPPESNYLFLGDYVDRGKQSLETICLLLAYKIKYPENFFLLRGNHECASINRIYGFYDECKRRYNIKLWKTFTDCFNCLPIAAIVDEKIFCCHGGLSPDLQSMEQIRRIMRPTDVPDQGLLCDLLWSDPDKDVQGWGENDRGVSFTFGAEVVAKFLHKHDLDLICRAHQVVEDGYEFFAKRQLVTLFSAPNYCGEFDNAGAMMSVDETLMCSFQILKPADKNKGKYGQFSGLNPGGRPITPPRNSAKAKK
PP5 primary: PP5 phosphatase inhibitors, primary screen, biochemical, fluorescence; inhibition, % at 6.7 µM; purified PP5c, OMFP substrate fluorescence; AID 1987, 2009; 320,000 compounds, 0.18% hits;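 active = inhibition above the campaign's mean inhibition across all tested compounds plus 3 SD, cut at about 9.5% in these data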;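 note: 0% = DMSO only and 100% = 100 µM cantharidin control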
Target sequence (P53041 whole entry, looked up): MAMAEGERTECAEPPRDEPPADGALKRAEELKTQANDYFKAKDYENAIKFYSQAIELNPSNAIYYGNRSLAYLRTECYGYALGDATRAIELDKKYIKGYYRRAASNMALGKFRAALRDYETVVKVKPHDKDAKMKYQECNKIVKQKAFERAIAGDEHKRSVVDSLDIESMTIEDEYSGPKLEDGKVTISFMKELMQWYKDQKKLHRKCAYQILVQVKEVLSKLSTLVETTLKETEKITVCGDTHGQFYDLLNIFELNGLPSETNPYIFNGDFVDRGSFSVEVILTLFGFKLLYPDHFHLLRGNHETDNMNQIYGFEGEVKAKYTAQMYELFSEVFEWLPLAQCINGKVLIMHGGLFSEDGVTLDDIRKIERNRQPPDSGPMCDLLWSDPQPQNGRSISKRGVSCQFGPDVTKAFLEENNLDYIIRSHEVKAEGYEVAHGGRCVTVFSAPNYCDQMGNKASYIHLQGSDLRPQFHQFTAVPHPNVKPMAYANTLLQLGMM
AHR activator: AHR activators, primary screen, cell-based, luminescence, luciferase reporter, human. AHR-responsive luciferase reporter cells. 320,000 compounds, 2.5% hits. AID 2796, 2010. Aryl hydrocarbon receptor (Homo sapiens), P35869. activation, % at 5 µM; in the data active = activation above about 47%;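 note: 0% = vehicle wells and 100% = reference agonist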
HCV core dimer: inhibitors of HCV core protein dimerization, primary screen, biochemical, TR-FRET, high-throughput; TR-FRET GST/Flag-core106 dimerization, 1536-well; inhibition, % at 5 µM; 300,000 compounds, 0.33% hits;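 active = inhibition above the mean of all tested compounds plus 3 SD, set per screening campaign, cut at about 45% in these data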
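assay system = GST-tagged and Flag-tagged HCV core protein residues 1-106 | controls = unlabelled core106 and no-GST-core106 wells | incubation = compound-protein-antibody incubation 4 h at 22.5 °C | probe or stimulus = Eu donor and XL665 acceptor anti-tag antibodies | read-out = % inhibition based on acceptor/donor emission ratio | signal = TR-FRET 671 and 617 nm emission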
Fh CTSL1 inh: Fasciola hepatica cathepsin L1 inhibitors, primary screen, counter-screen for PFM18AAP inhibitor project, biochemical, QFRET, fluorogenic peptide substrate. recombinant F. hepatica cathepsin L1, Z-Leu-Arg-MCA fluorescence. inhibition, % at 5.96 µM. 300,000 compounds, 0.49% hits;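 active = inhibition above the mean of all tested compounds plus 3 SD, set per screening campaign, cut at about 17% in these data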;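 note: 0% = plate median of test compound wells and 100% = 1 µM Z-Phe-Ala-diazomethylketone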
procasp3 activ: activators of human procaspase-3 D3A mutant, primary screen, biochemical, absorbance, PC-3 D3A mutant, single concentration. Caspase-3 (Homo sapiens), P42574. recombinant procaspase-3 D3A, Ac-DEVD-pNA absorbance 405 nm. activation, % at 8.5 µM. 330,000 compounds, 0.11% hits. AID 463141, 2010;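 active = activation above the mean of all tested compounds plus 3 SD, cut at about 21% in these data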;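 note: 0% = DMSO alone and 100% = DMSO wells spiked with extra 5 µM PC-3 D3A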
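Evaluation: percent activation relative to control range; Material: Procaspase-3 D3A mutant, all three cleavage aspartates alanine; Compound: single dose, 8.5 µM nominal compound, 0.8% DMSO; Replication: one well per compound; Signal: absorbance at 405 nm, 0 and 120 min; Schedule: 1 h preincubation plus 2 h reaction at 25 °C.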
procasp7 counter: procaspase-7 activators, primary screen, counter-screen for procaspase-3 activator project, biochemical, absorbance, HTS, human; 330,000 compounds, 0.093% hits; activation, % at 8.5 µM; recombinant procaspase-7, Ac-DEVD-pNA absorbance 405 nm; D23A/D198A/D206A triple mutant, cannot self-cleave; scale: DMSO 0, 5 µM enzyme 100; Caspase-7 (Homo sapiens), P55210;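 active = percent activation above the screen-wide mean plus 3 SD, cut at about 25% in these data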
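Assay system: Uncleavable procaspase-7 mutant enzyme | Input: 2 µM procaspase-7 mutant as dispensed | Timing: 1 h compound preincubation, 2 h substrate cleavage, 25 °C | Repeats: One well per compound | Control set: DMSO wells as 0%, DMSO with 5 µM added PC-7 as 100% | Technique: Epi-absorbance of released pNA at 405 nm, two timepoints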
* = called active by the depositor; . = not tested or not shown.

SMILES | TPT1 inhibitor | PAFAH2 inh | PP1 inh | PP5 primary | AHR activator | HCV core dimer | Fh CTSL1 inh | procasp3 activ | procasp7 counter
COc1ccc2nc(N/C(N)=N/C(=S)Nc3ccc(C)c(C)c3)nc(C)c2c1 | -5 | . | -3 | -0.2 | 9 | 1 | 7 | 1 | -7
Cc1nnc(SCC(=O)c2ccc(C(C)C)cc2)s1 | 1 | -5 | -3 | 2.0 | -2 | 1 | 7 | 1 | 7
O=C(Cn1ccc2ccccc2c1=O)NCCC(=O)Nc1cccnc1 | -3 | -7 | -1 | 2.3 | 1 | -3 | -1 | -1 | 5
C/C(=N\NC(=O)CNC(=O)c1cccc(F)c1)c1ccc2ccccc2c1 | -3 | 4 | -2 | 0.2 | 10 | 7 | 1 | 4 | 5
CSC(=S)N/N=C(\C)c1ccc(Br)cc1 | -3 | 2 | -4 | 0.4 | 19 | -2 | -1 | -3 | -7
C=C(C)c1nc2cc(OC)c(OC)cc2c(=O)o1 | 1 | 11 | 0 | -1.4 | -3 | 1 | 0 | -4 | -2
O=C(CNC(=O)c1ccc(Cl)cc1)NNc1c(F)c(F)cc(F)c1F | . | 2 | . | . | -1 | . | . | 6 | 3
Cc1cc(C)nc(SCC(=O)NCC2COc3ccccc3O2)n1 (stereo not given) | . | -5 | -3 | 0.6 | 3 | . | . | 1 | 6
O=C(OCCN1CCOCC1)c1ccc2c(c1)OCCO2 | -5 | 5 | -1 | -2.5 | 0 | -10 | -3 | -6 | 13
O=C(CCl)N(c1ccccc1)C1CCCCC1 | 1 | 0 | -5 | -1.4 | 1 | 3 | -1 | -3 | -5
COCc1nc2ccccc2n1Cc1ccc(Br)cc1 | 1 | 9 | -4 | 2.0 | 2 | 0 | -2 | -7 | 2
CCOC(=O)C1=C(CSCC(=O)OC)NC(=O)NC1c1cc(C)ccc1C (stereo not given) | 1 | -12 | -1 | 3.7 | -4 | -2 | -5 | 14 | -5
Cc1cc(NC(=O)CSc2cc(Cl)ccc2Cl)n(-c2ccccc2)n1 | -1 | 3 | 0 | 5.0 | 1 | -3 | -3 | 3 | -2
COc1ccc(CN=Cc2[nH]c3ccc(Br)c(Cl)c3c2O)cc1 | 88* | 2 | 0 | 1.1 | 57* | -11 | 7 | -2 | 6
COc1cc(NC(=O)CSc2ccc(-c3cccnc3)nn2)cc(OC)c1 | 0 | -3 | -1 | 1.2 | 45 | -3 | 1 | 6 | 0
O=C(NNC(=O)c1ccccc1[N+](=O)[O-])c1ccccc1[N+](=O)[O-] | 3 | 3 | -2 | -0.1 | -3 | 2 | -3 | -10 | -10
COc1ccccc1NC(=O)Nc1ccc(C(=O)N2CCCCC2)cc1 | -2 | -6 | -3 | -2.1 | 2 | -1 | -1 | 6 | 10
O=c1cc(O)c2ccc(O)cc2o1 | -5 | -1 | 5 | 5.8 | 1 | -2 | -1 | 5 | -4
Cc1ccc(S(=O)(=O)N2CCN(C(=O)CN3CCCSc4ccccc43)CC2)cc1 | . | 0 | -2 | 1.3 | 1 | . | . | 6 | 1
O=C(Nc1ccccc1N1CCOCC1)c1ccc(Br)o1 | 0 | -13 | 3 | 3.0 | 1 | 1 | 3 | 2 | 6

The last three records of the part before are carried over, then new ones follow.
SMILES | TPT1 inhibitor | PAFAH2 inh | PP1 inh | PP5 primary | AHR activator | HCV core dimer | Fh CTSL1 inh | procasp3 activ | procasp7 counter
O=c1cc(O)c2ccc(O)cc2o1 | -5 | -1 | 5 | 5.8 | 1 | -2 | -1 | 5 | -4
Cc1ccc(S(=O)(=O)N2CCN(C(=O)CN3CCCSc4ccccc43)CC2)cc1 | . | 0 | -2 | 1.3 | 1 | . | . | 6 | 1
O=C(Nc1ccccc1N1CCOCC1)c1ccc(Br)o1 | 0 | -13 | 3 | 3.0 | 1 | 1 | 3 | 2 | 6
CC(N=C1CC(C)(C)CC(=O)/C1=C(/O)CCCN1C(=O)c2ccccc2C1=O)C(=O)O (stereo not given) | -5 | 6 | -2 | 2.6 | 1 | -4 | -8 | -8 | -3
c1ccc(CSc2ccc3nnc(-c4cccnc4)n3n2)cc1 | -5 | 10 | 3 | 1.3 | 27 | -1 | 0 | 5 | 6
CC(C)(C)OC(=O)NCc1ccc(CNC(=O)c2nc[nH]c2C(=O)NCc2ccccc2)cc1 | . | -3 | 0 | 3.7 | 0 | . | . | 4 | 2
COc1ccc(NC(=O)CC2C(=O)NC3CCCCC3N2C(=O)c2ccc(F)cc2)cc1 (stereo not given) | 0 | 21 | -2 | 0.9 | -3 | -11 | 5 | 4 | 0
CCCCCC1CCC(c2ccc(C(N)=O)cc2)CC1 (stereo not given) | 5 | 6 | -2 | 0.7 | 1 | -4 | 1 | 11 | -7
CCN(CC)c1ccc(/C=N/NC(=O)c2ccc(Br)o2)cc1 | 0 | 10 | 3 | 4.5 | 88* | -18 | 1 | -8 | -11
O=C(NCc1ccccc1)c1cccc(COc2ccc(Cl)cc2)c1 | -9 | -3 | 5 | 2.9 | 4 | 11 | 7 | -1 | 13
COc1ccc(CNC(=O)C/C(C)=N/NC(=O)COc2cccc(C)c2)cc1 | -2 | 5 | -3 | -0.3 | 3 | 16 | -2 | -2 | 9
O=C(Cc1cccc([N+](=O)[O-])c1)Nc1cccc(C(=O)N2CCCC2)c1 | . | -2 | . | . | -1 | . | . | 0 | 14
O=C(Oc1cccc2cccnc12)c1ccc(N2C(=O)C3C4CCC(C4)C3C2=O)cc1 (stereo not given) | -2 | -10 | 0 | 2.8 | 0 | -5 | 1 | 0 | 0
COC(=O)/C(=C/Nc1ccc(O)cc1)[N+](=O)[O-] | -2 | -6 | 2 | 2.8 | 4 | -3 | 2 | -13 | -27
CCOC(=O)c1[nH]c2ccc(Cl)cc2c1NC(=O)c1nonc1C | 1 | 1 | 5 | -2.9 | 2 | 4 | -1 | 6 | 2
CC1CCN(C(=O)c2[nH]cnc2C(=O)NC2CCN(C(=O)OC(C)(C)C)CC2)CC1 | . | -1 | -5 | -1.0 | -1 | . | . | 3 | -3
Cc1ccc(C(=O)NC(=S)Nc2ccccc2C(F)(F)F)cc1C | 1 | -6 | -4 | 4.6 | 1 | 0 | -4 | -14 | 3
COc1ccc(COC(=O)C2CCN(S(=O)(=O)c3cccs3)CC2)cc1 | 3 | -1 | -1 | 3.3 | 1 | 2 | -2 | 6 | -4
CCN(CC)c1ccc(S(=O)(=O)N2CCCCC2)cc1NC(=O)C1CCC1 | -1 | 0 | 0 | 0.8 | -1 | 3 | 0 | 10 | 2
Nc1cccc2c1nnn2C1OC(CO)C(O)C(O)C1O (stereo not given) | -1 | -7 | -7 | 2.0 | -1 | 2 | 1 | -2 | 4
COc1ccc(-c2cc(C(=O)NCCc3ccccc3)no2)cc1OC | 0 | -3 | -6 | 3.1 | -1 | -2 | -5 | -3 | 7
COc1ccc(NC(=O)c2ccc(NC(=O)CSc3nccc(=O)[nH]3)cc2)cc1 | 2 | 4 | -1 | 1.5 | 2 | -2 | 1 | 4 | -4
Cc1ccc(NC(=O)C(=O)NCc2ccc(/C=C(/C#N)C(=O)NCc3cccnc3)o2)cc1C | 0 | -1 | 1 | 4.1 | 6 | 5 | 3 | -14 | -14
COCCCNC(=O)CN1C(=O)/C(=C/c2ccccc2C)Sc2ccccc21 | -1 | 2 | -1 | 4.2 | 3 | 2 | -2 | -6 | 8
CC1(C)CC2CC(C)(CN2C(=O)c2ccc([N+](=O)[O-])cc2)C1 (stereo not given) | 1 | 2 | 2 | -1.1 | 0 | 0 | -4 | -5 | -5
CCOC(=O)c1c(C)nn(-c2ccc(NC(=O)/C=C/C(=O)O)cc2)c1C | -1 | 2 | 1 | 1.2 | -4 | 4 | -1 | 0 | -2
O=C(O)CS(=O)(=O)c1ccc(Oc2ccc(S(=O)(=O)CC(=O)O)cc2)cc1 | 2 | . | -1 | 2.7 | 4 | -2 | -2 | -6 | 0
COCCN(C(=O)C1CCCO1)c1c(N)n(CC(C)C)c(=O)[nH]c1=O (stereo not given) | . | 4 | -1 | -0.4 | 0 | . | . | 3 | -5
CN1C2=CC=CC=CC2=[N+](C)C12C=CC(=[N+]([O-])[O-])C=C2[N+](=O)[O-] (stereo not given) | -1 | 1 | 3 | 0.9 | 4 | -2 | 12 | 6 | 2
COc1ccc(C(=O)N2CCN(S(=O)(=O)c3ccc(C)cc3C)CC2)cc1OC | -2 | -9 | 2 | -0.1 | 0 | 28 | 1 | 7 | -3
Cc1nc2sccn2c(=O)c1S(=O)(=O)Nc1ccc(N2CCN(C(=O)C(C)C)CC2)cc1 | 4 | 5 | 0 | -0.5 | 4 | 1 | -3 | -4 | -5
O=[N+]([O-])c1nn(-c2ccc(Cl)cc2)n(O)c1=NCc1ccncc1 | -4 | -2 | -1 | 2.4 | 13 | -1 | 18* | -6 | -4
COc1ccc2c(c1)O[C@@H](c1cccc(C(F)(F)F)c1)[C@H](OC(=O)N[C@H]1CCCc3ccccc31)C2=O | -2 | . | 2 | 3.7 | 10 | 23 | -2 | 4 | 4
CCN(CC)S(=O)(=O)c1ccc2oc(C(=O)N3CCCCCC3)c(C)c2c1 | -2 | -7 | 2 | 1.0 | -2 | 8 | -1 | 1 | 2
COCCOc1ccc(C(F)(F)F)cc1NC(=O)c1ccc(C(F)(F)F)cc1 | 0 | -6 | 0 | 3.3 | 70* | 4 | -3 | -4 | 3
COc1ccc(OC)c(/C=N/NC(=O)C(=O)N2CCCC2)c1 | 0 | 0 | -2 | -1.3 | 2 | -1 | 0 | 11 | 8
CCOC(=O)c1c(NC(C)=O)sc2c(OC)c(Br)ccc12 | -1 | 3 | -2 | -1.5 | -1 | 6 | -3 | 4 | -6
CC1=C(C(N)=O)C(c2ccccc2F)n2nc(CCCO)nc2N1 (stereo not given) | 6 | 1 | -2 | -3.3 | -1 | 4 | -4 | 9 | 4
CC(C)c1ccc(-c2csc(NC(=O)c3cccs3)c2C(=O)O)cc1 | -3 | 15 | 7 | -0.9 | 32 | 8 | 6 | -9 | 0

Bioassay records: PubChem, The Scripps Research Institute Molecular Screening Center
